NOD2 inhibition: NOD2 signaling inhibitors, cell-based, luminescence, uHTS, HEK293 (AID 1566) | HEK293 NOD2/NF-kB luciferase reporter, luminescence; higher % means a stronger effect | inhibition, % at 4 µM; hits with a dose series show EC50 in µM | 0.63% of 290,000 active; further: many of its hits are not listed in these tables
MgcRacGAP inhibition: MgcRacGAP GTPase-activating activity inhibitors, confirmation, biochemical, ADP Hunter fluorescence | MgcRacGAP-stimulated Rac1 GTP hydrolysis, ADP Hunter fluorescence; higher % means a stronger effect; GST-tagged Rac1 F28L mutant substrate | inhibition, % at 30 µM; hits with a dose series show IC50 in µM | 0.6% of 340,000 active | AID 624330;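 active means first-screen hits whose inhibition reached a set limit at any dose in the follow-up dose series; inconclusive means inhibition above the set first-screen limit but never retested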;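 further: fluorescence reports GDP produced by GAP-driven GTP hydrolysis; strong numbers were not always called active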
SV40 large T antigen: SV40 large T antigen inhibitors, biochemical (AID 1903); SV40 large T antigen ATPase/helicase inhibition assay; higher % means a stronger effect; inhibition, % at 20 µM; hits with a dose series show IC50 in µM; 0.39% of 310,000 active; in the data active means a potency from the dose series; inconclusive means inhibition mostly from about 32% at the one dose, without a potency; inactive means the rest, 99 in 100 with inhibition below about 32%; further: strong numbers were not always called active
KOR beta-arrestin-1: kappa opioid receptor blockers – cell-based, luminescence, uHTS (AID 1778); 0.091% of 290,000 active; KOR beta-arrestin recruitment, luminescence, antagonist mode; higher % means a stronger effect; one-dose inhibition, % at 10 µM; IC50 in µM for titrated hits; further: strong numbers were not always called active
NOD1 inhibition: NOD1 signaling inhibitors, primary screen, cell-based, luminescence, uHTS (AID 1578). NOD1-driven NF-kB luciferase reporter cells, luminescence; higher % means a stronger effect. one-dose inhibition, % at 4 µM; EC50 in µM for titrated hits. 1% of 290,000 active; in the data active means inhibition mostly above about 36%, no sharp cut-off; inactive means mostly below about 34%;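 further: HEK-293T reporter cells stimulated with the NOD1 agonist gamma-tri-DAP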
GPR55 LPI antagonism: GPR55 antagonists blocking LPI-driven arrestin recruitment, primary screen, imaging, U2OS, beta-arrestin-GFP, LPI agonist (AID 2013); U2OS GPR55 beta-arrestin-GFP translocation imaging, LPI antagonism; higher % means a stronger effect; inhibition, % at 10 µM; hits with a dose series show IC50 in µM; 0.13% of 290,000 active;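 active means spots per cell inhibited over 60%, with over 100 cells counted and total cytoplasm intensity under 500,000; inconclusive means wells with under 100 cells, flagged as likely toxic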;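 further: U2OS cells stably carrying GPR55 and arrestin-GFP stimulated by 5 µM LPI near EC80; imaged beta-arrestin-GFP aggregate spots per cell after agonist stimulation; plate controls were LPI-stimulated DMSO wells for no effect and DMSO wells without LPI for full effect; some results filed as inactive read as strong as hits; confirmed hits need IC50 under 10 µM and bright autofluorescent wells are also inconclusive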
HIV peptide binding: cell-free HIV fusion peptide-binding blockers – biochemical, uHTS, fluorescence dequenching, primary screen (AID 1986); inhibition, % at 20 µM, or IC50 in µM where a hit was titrated; cell-free peptide binding, fluorescence dequenching, 30 min; higher % means a stronger effect; 0.3% of 290,000 active; in the data active means inhibition mostly above about 52%, no sharp cut-off; inactive means mostly below about 76%; further: some results filed as inactive read as strong as hits
GPR55 activation: GPR55 agonists via beta-arrestin recruitment, primary screen, imaging, U2OS cells, beta-arrestin-GFP redistribution (AID 1961) | U2OS GPR55 beta-arrestin-GFP redistribution imaging; higher % means a stronger effect | one-dose activation, % at 10 µM; EC50 in µM for titrated hits | 0.048% of 290,000 active;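 active means activation above 40% with more than 50 cells counted in the well; inconclusive means wells holding fewer than 50 cells, flagged as toxic or sparse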;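 further: U2OS osteosarcoma cells stably expressing GPR55 and beta-arrestin-GFP; plate controls were DMSO negative control for no effect and LPI positive control for full effect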
KOR beta-arrestin-2: KOR agonists, beta-arrestin recruitment, primary screen, cell-based, luminescence, uHTS (AID 1777) | KOR beta-arrestin recruitment, luminescence; higher % means a stronger effect | activation, % at 10 µM; hits with a dose series show EC50 in µM | 0.02% of 280,000 active; in the data active means activation above about 50%, passing the limit was not always enough; further: a part of the inactive calls stands beside numbers as strong as those of hits
* = called active by the depositor; ? = inconclusive; nt = no result given; [ ] = another dose, or the depositor's remark. Unless noted, no stated cut-off is given here; in the data, active means inhibition above about 50%; inactive means the rest.

SMILES	NOD2 inhibition	MgcRacGAP inhibition	SV40 large T antigen	KOR beta-arrestin-1	NOD1 inhibition	GPR55 LPI antagonism	HIV peptide binding	GPR55 activation	KOR beta-arrestin-2
Nc1nc2c(c(=O)[nH]1)C(c1cccc3ccccc13)C1=C(N2)c2ccccc2C1=O (configuration not stated)	-4%	-9%	12%	5%	-16%	-5%	7.9%	-0.4%	2.1%
COc1ccc(/C=C(\C#N)C(=O)OCC(=O)NCc2ccco2)cc1	5%	-2%	0%	-22%	-29%	-26%	4.9%	-0.1%	9.0%
CCOC(=O)CC(NC(=O)Cn1nnc(-c2ccccc2Cl)n1)c1ccc(OC)cc1 (configuration not stated)	17%	13%	-1%	15%	1%	-4%	0.3%	0.7%	-3.6%
O=C(CSc1nnc(-c2cccc(S(=O)(=O)N3CCOCC3)c2)n1C1CCCCCC1)NCc1ccccc1	9%	5%	21%	33%	-1%	12%	-1.8%	-0.1%	0.9%
N#Cc1ccccc1Sc1ccccc1C(=O)Nc1ccc2ccccc2c1	-36%	7%	3%	-29%	19%	14%	-0.2%	-0.1%	5.3%
CC(=O)Nc1ccc(S(=O)(=O)NCC(=O)OCc2cc(=O)oc3ccc4ccccc4c23)cc1	-16%	10%	2%	18%	-33%	-3%	15%	-0.1%	6.3%
CC(=O)c1cccc(NC(=O)Cn2nc(-c3ccc(Cl)cc3)ccc2=O)c1	32%	4%	nt	-3%[20 µM]	-20%	3%	0.3%	0.2%	-0.4%
Cc1cc(C)c(C(=O)CSc2n[nH]c(=O)n2C2CC2)cc1C	22%	-2%	-4%	-38%	6%	6%	2.4%	-0.1%	0.7%
COc1ccc(CNC(=O)C(c2ccncc2)N(C(=O)Cc2cccs2)c2cccnc2)cc1 (configuration not stated)	12%	5%	11%	9%	3%	13%	0.4%	-1.9%	-1.7%
CS(=O)(=O)N1CCN(c2nc3ccccc3s2)CC1	-20%	9%	0%	-5%	-24%	-3%	-0.9%	0.2%	-3.3%
Cc1ccc2nc(Cl)c(/C=N/Nc3ccc(C(=O)O)cc3)cc2c1	-161%	-9%	30%	-7%	-4%	0%	25%	-0.1%	1.7%
CS(=O)(=O)N1CCc2cc(S(=O)(=O)Nc3ccc4oc5c(c4c3)CCCC5)ccc21	22%	-1%	7%	-8%	43%	31%	-1.3%	0.0%	6.4%
CCOC(=O)Cn1nc(C)cc1NC(=O)c1ccncc1	2%	-1%	18%	-25%	-16%	-20%	-2.2%	0.4%	-2.4%
Cn1ncc(Cl)c1C(=O)Nc1nc2ccc(Cl)cc2s1	-85%	9%	2%	-15%	12%	6%	4.0%	-0.1%	11%
N#Cc1c(Nc2cccc(F)c2)sc2c(O)cc(=O)[nH]c12	15%	nt	11%	12%	-32%	-12%	47%	-0.2%	-1.4%
CC(C)Oc1ccc(C(=O)NC2CCSc3ccccc32)cc1 (configuration not stated)	20%	6%	12%	-5%	-16%	-8%	-0.7%	0.0%	12%
COc1cc(/C=N/NC(=S)NC2CC3CCC2C3)ccc1O (configuration not stated)	-34%	49µM*	27%	0%	-13%	2%	-1.4%	-0.2%	1.0%
CC1=C(C(=O)Nc2ccccn2)C(c2ccccc2Cl)NC(=S)N1 (configuration not stated)	-54%	-3%	8%	-6%	-7%	5%	-0.3%	-0.8%	4.9%
CC(=O)N1CC(C)Sc2ccc(S(=O)(=O)NCCc3cccc(C)c3)cc21 (configuration not stated)	32%	13%	0%	-20%	18%	-3%	1.3%	-0.2%	-5.1%
COc1ccc(OC)c(-c2c(C#N)c(N)nc3c2c(=O)nc2sccn23)c1	-1%	0%	5%	-15%	-33%	9%	1.9%	-0.2%	-4.6%
COc1ccc(C2Nc3ccccc3C(=O)N2c2ccc(C)cc2)cc1COc1ccccn1 (configuration not stated)	-41%	4%	18%	4%	-44%	6%	2.1%	-0.2%	-2.6%
C/C(=N\NC(=O)c1ccc2c(c1)OCO2)c1ccc(NC(=O)CCCC(=O)O)cc1	-6%	4%	7%	-2%	-34%	12%	-0.6%	-0.1%	1.2%
NS(=O)(=O)c1ccc(S(=O)(=O)N(CCc2ccccc2)Cc2ccccn2)cc1	16%	1%	7%	-12%	-29%	1%	0.7%	0.4%	-2.5%
CC(C1CC1)N(Cc1ccccc1)C(=S)Nc1cccc(C(F)(F)F)c1 (configuration not stated)	10%	5%	5%	-50%	4%	-12%	-0.3%	-0.4%	5.3%
CC1CCN(S(=O)(=O)c2cccc(C(=O)NC3CCCC3)c2)CC1	10%	7%	24%	33%	-2%	7%	-1.0%	-0.1%	-2.2%
CC(C)(CN1CCOCC1)NS(=O)(=O)c1ccccc1	6%	1%	5%	-48%[20 µM]	-15%	-2%	-0.4%	0.3%	2.7%
Cc1ccc[n+](CC(=O)Nc2ccc(N(C)C)cc2)c1	8%	113µM*	21%	-13%	16%	-9%	-1.4%	-0.2%	3.6%
CN(C(=O)c1cccc(N2C(=O)C3C4C=CC(C4)C3C2=O)c1)C1CCCCC1 (configuration not stated)	7%	10%	15%	-14%	-16%	2%	-0.2%	-0.3%	-3.4%
Nc1nc(SCC(=O)NCCN2CCOCC2)nc2sc3c(c12)CCC3	11%	5%	9%	12%	-6%	8%	-2.2%	-0.2%	-2.1%
Cc1cc(NC(=O)CCC(=O)N(Cc2ccco2)C(C(=O)NC2CCCC2)c2ccccc2F)no1 (configuration not stated)	8%	3%	1%	-13%	-33%	13%	0.1%	0.0%	0.5%
CCCN(CCC)Cc1c(C(=O)N/N=C/c2ccco2)nnn1-c1nonc1N	-7%	9%	11%	-3%	-29%	6%	-1.5%	0.3%	-1.8%
O=C(COC(=O)CSc1ccc2ccccc2c1)Nc1ccccc1OC(F)F	18%	2%	3%	-31%	-1%	5%	-1.8%	0.0%	-0.1%
Cc1nc2ccc(NC(=O)c3c(-c4ccccc4)noc3C)cc2s1	9%	4%	1%	25%	12%	-9%	-3.3%	0.1%	-2.5%
Cc1c(Br)c([N+](=O)[O-])nn1CCCC(=O)Nc1sc2c(c1C#N)CCC2	8%	17%	9%	11%	-22%	12%	9.9%	0.1%	8.0%
COc1cc(C(=O)NNC(=S)Nc2ccc(S(N)(=O)=O)cc2)cc(OC)c1OC	1%	6%	28%	4%[20 µM]	-32%	-2%	-1.8%	0.2%	-8.0%
Cc1cc(C)n(CCCC(=O)O)n1	4%	4%	nt	-9%[20 µM]	-13%	6%	-0.6%	-0.1%	4.7%
Clc1ccc2nc(-c3ccccc3)c(CN3CCOCC3)n2c1	-7%	4%	5%	7%	nt	1%	-4.6%	-0.2%	-0.2%
CCOC(=O)/C=c1\s/c(=C\c2ccc(C)cc2)c(=O)n1CC(=O)NCc1ccco1	-3%	4%	0%	-16%	-35%	-1%	4.0%	-0.1%	0.8%
CCNc1ccccc(C(=O)/C=C/c2ccc3c(c2)OCO3)c1=O	-14%	16%	12%	-18%	-9%	2%	27%	0.0%	nt
CCOc1cc2[nH]c(=S)n(CCCN3CCOCC3)c(=O)c2cc1OCC	7%	10%	3%	6%	-18%	-5%	-1.5%	-0.1%	5.8%
Cc1cccc(C)c1OCCNC(=O)c1ccc2ccccc2n1	32%	-2%	4%	-17%[20 µM]	54%	-8%	-1.0%	-0.1%	-2.9%
CC(=O)Nc1ccc(S(=O)(=O)Nc2nccc(/C=C/c3ccccc3F)n2)cc1	5%	0%	29%	4%[20 µM]	20%	-4%	4.1%	-0.2%	-1.1%
CCOC(=O)C(=CNc1ccc2c(c1)CCN2C(C)=O)C(=O)OCC	48%	15%	6%	7%	8%	15%	-1.6%	-0.4%	0.1%
Nc1ccccc1C(=O)NCc1ccc(F)cc1	10%	-1%	1%	-60%[20 µM]	8%	-13%	-0.2%	-0.1%	-1.5%
Cc1ccc(-c2nc3sc(C#N)c(N)n3c(=O)c2C#N)cc1	17%	?	14%	-23%[20 µM]	-36%	2%	60%*	0.0%	-7.3%
CC(C)NC(=O)CN(CCc1ccccc1)S(C)(=O)=O	-7%	5%	3%	34%	-13%	18%	-1.6%	-0.3%	-4.5%
OC(COC(c1ccccc1)c1ccccc1)CN1CCN(c2ccccn2)CC1 (configuration not stated)	13%	11%	2%	11%	-25%	2%	-2.1%	0.1%	-2.2%
O=C(NCc1nnc(SC/C=C/c2ccccc2)o1)c1ccco1	-15%	10%	3%	-46%	10%	0%	-1.4%	-0.2%	-7.5%
COc1ccc(S(=O)(=O)N2CCN(C(=O)COc3ccc(C)c(C)c3)CC2)cc1OC	0%	12%	19%	-25%	-12%	9%	-0.3%	-0.2%	9.6%
COC(=O)c1ccc(CNC(=O)CNc2cc(C(F)(F)F)ccc2N2CCOCC2)cc1	-7%	16%	?	16%	-13%	-4%	-3.2%	-0.1%	3.4%
CCOC(=O)C1(CCOc2ccccc2)CCN(Cc2cccc3c2OCO3)CC1	-14%	-2%	-2%	33%[20 µM]	-8%	6%	0.0%	-0.1%	-5.3%
COc1ccc(CCC(=O)OCc2csc(CC(=O)Nc3ccccc3C)n2)cc1	-5%	9%	24%	-6%	-19%	7%	1.7%	-0.1%	13%
O=C(O)CCCNC(=O)c1cncc(Br)c1	5%	-2%	12%	17%	-15%	16%	1.2%	-0.2%	-4.1%
Cc1cc(C)cc(N(CC(=O)NC(C)(C)C)C(=O)CNC(=O)c2cccs2)c1	4%	4%	24%	-33%	-16%	-8%	-0.2%	0.4%	8.8%
CCOc1ccccc1NC1=NCC(=O)N1Cc1ccc(F)cc1	14%	6%	0%	-3%	2%	7%	12%	-0.2%	1.9%
CCN(C(=O)Cn1c(=O)n(-c2cc(OC)c(OC)c(OC)c2)c(=O)c2ccccc21)c1cccc(C)c1	2%	5%	5%	31%	-28%	2%	0.8%	0.4%	-1.2%
COC(=O)C(C)Sc1ccc2nnc(-c3ccccc3)n2n1 (configuration not stated)	10%	8%	4%	3%	-17%	1%	0.0%	0.6%	-2.1%
COc1ccc([C@@H]2[C@@H]3C(=O)N(C(C)(C)C)C(=O)[C@@H]3[C@]3(Cc4ccc(Cl)cc4)C(=O)N(c4cccc(Br)c4)C(=O)N23)cc1	-1%	0%	5%	-52%[20 µM]	-21%	6%	1.8%	0.0%	-4.4%
CC1CCc2cc(F)ccc2N1S(=O)(=O)c1ccc(F)cc1 (configuration not stated)	18%	14%	8%	-5%	-3%	11%	1.2%	-0.2%	0.5%

These rows are one share of the data; rates above refer to the full screens.
